hERG rescue – shields human hERG channel from block by proarrhythmic agents; Q12809; CHO-hERG, FluxOR thallium flux, dofetilide IC70 present; activation (rescue from dofetilide block), less the hit threshold, % at 10 µM; 310,000 tested, 0.51% active; AID 1511;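 active = activation above the mean of controls blocked by dofetilide plus 5 SD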;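 note: thallium influx through hERG after potassium depolarization seen as dye fluorescence rise; in these data hits start at about 4.7%; inactives centre near -7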
KCNQ1 pot – potentiators or activators of human KCNQ1 potassium channel; P51787; CHO-K1 KCNQ1, thallium flux FluxOR fluorescence; active compounds read high; B-score at 10 µM; 310,000 tested, 0.35% active; AID 2648;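 active = fluorescence ratio B-score, a plate-corrected score, at least three library SD, with initial intensity B-score within 5 SD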
Target sequence (P51787 whole entry, looked up): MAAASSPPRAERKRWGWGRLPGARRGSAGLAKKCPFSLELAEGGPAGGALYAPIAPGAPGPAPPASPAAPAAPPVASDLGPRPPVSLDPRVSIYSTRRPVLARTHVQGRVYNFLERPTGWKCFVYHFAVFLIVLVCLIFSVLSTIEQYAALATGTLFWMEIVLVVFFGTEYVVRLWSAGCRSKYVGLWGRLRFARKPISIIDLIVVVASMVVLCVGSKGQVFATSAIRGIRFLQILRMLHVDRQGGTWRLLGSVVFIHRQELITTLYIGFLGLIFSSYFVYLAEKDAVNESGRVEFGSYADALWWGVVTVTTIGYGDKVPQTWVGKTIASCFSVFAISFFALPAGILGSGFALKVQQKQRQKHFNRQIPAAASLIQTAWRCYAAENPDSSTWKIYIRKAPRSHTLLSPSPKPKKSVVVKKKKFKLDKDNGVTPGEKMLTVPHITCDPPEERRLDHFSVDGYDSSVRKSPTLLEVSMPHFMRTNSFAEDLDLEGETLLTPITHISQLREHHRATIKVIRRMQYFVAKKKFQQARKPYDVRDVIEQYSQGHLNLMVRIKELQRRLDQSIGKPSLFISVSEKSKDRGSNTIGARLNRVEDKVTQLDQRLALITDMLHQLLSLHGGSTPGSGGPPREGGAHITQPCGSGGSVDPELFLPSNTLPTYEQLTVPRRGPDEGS
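Assay system: stable KCNQ1 CHO-K1 line; medium: assay buffer, equal DMSO in all wells; timing: 90 min dye loading and 20 min compound exposure, both at room temperature; technique: kinetic FluxOR thallium fluorescence, 10-s 1-Hz baseline, 110-s post-stimulus read; read-out basis: B score of baseline-normalized fluorescence ratio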
KCNK9 block – blocks the human KCNK9 two-pore domain potassium channel | Q9NPC2 | HEK293 KCNK9, FluxOR thallium flux fluorescence; active compounds read low | B-score at 10 µM | 310,000 tested, 1.2% active | AID 488922;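 active = ratio B-score over 3 SD below the library mean, with starting fluorescence within 5 SD of its mean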;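 note: negative B-score means less thallium flux so channel inhibition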
TMEM16A inh – blocks the mouse calcium-activated chloride channel TMEM16A. normalized B-score (activity score, 25-100; higher = stronger inhibition) at 10 µM. 310,000 tested, 1.2% active. AID 588511. HEK293 TMEM16A/YFP iodide influx fluorescence, ionomycin;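 active = ratio plate-corrected score three or more library SD toward inhibition, starting fluorescence score within five deviations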;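 note: score derived from kinetic fluorescence span divided by baseline fluorescence per well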
ANO1 activ – activates or potentiates the mouse TMEM16A chloride channel; Q8BHY3; HEK293 TMEM16A/YFP-H148Q/I152L, iodide quench fluorescence; active compounds read low; B-score at 10 µM; 340,000 tested, 0.3% active;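 active = fluorescence-ratio B-score plate-corrected deviation score at least 3 library SD below zero, with starting fluorescence score within 5 deviations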;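 note: channel opened by trigger with iodide after compound preincubation; score built on the fluorescence ratio of max minus min over baseline; more negative score means more quench and so TMEM16A activation or potentiation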
TRPC4 PAM – allosteric potentiators of mouse TRPC4 channel; Q9QUQ5; HEK293 TRPC4beta/mu-opioid, DAMGO EC20, Fluo-4 Ca2+ flux; active compounds read high; B-score at 10 µM; 310,000 tested, 0.42% active; AID 2227;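 active = B-score of calcium response area above 5 SD of library B-scores, with initial fluorescence ratio within 5 SD of library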;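 note: B-score of integrated fluorescence ratio over time as area under calcium response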
HDAC3 inhib – human HDAC3 inhibition; 320,000 tested, 0.15% active; inhibition, % at 8.3 µM; O15379; recombinant HDAC3, fluorogenic peptide/trypsin coupled, fluorescence; in the data active = inhibition above about 26%, passing the limit was not always enough; inconclusive = no clear call, values can overlap the other calls
Target sequence (O15379 whole entry, looked up): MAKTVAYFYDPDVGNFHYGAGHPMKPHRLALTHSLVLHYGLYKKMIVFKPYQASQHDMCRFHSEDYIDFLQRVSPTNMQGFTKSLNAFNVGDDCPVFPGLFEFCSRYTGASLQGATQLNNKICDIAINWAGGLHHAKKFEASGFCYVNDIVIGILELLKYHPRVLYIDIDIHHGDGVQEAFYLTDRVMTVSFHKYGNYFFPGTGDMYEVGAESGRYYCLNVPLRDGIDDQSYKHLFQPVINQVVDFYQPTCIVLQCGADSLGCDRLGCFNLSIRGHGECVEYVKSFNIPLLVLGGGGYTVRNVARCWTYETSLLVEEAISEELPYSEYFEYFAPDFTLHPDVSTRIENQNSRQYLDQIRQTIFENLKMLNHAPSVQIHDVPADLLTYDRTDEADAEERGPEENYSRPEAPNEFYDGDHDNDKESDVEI
Dyrk1A ADPGlo – blocks rat Dyrk1A kinase activity | Q63470 | ADP-Glo luminescence, NFATc1 peptide | inhibition, % at 12.5 µM | 310,000 tested, 0.43% active; in the data active = inhibition above about 50%;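 note: plate controls were vehicle with enzyme for no effect and no enzyme for full effect; many of its hits are not listed in these tables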
KCNQ1 inh – blocks the human KCNQ1 potassium channel. P51787. CHO-K1 KCNQ1, FluxOR thallium flux fluorescence; active compounds read high. B-score at 10 µM. 310,000 tested, 1.3% active. AID 2642;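 active = compounds whose thallium flux B-score, printed positive for inhibition, exceeds three library SD while starting fluorescence stays within three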;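 note: channel opened by potassium depolarization with thallium stimulus after 20 min compound exposure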
TRPC4 agonist – opens the mouse TRPC4 cation channel. Q9QUQ5. HEK293 TRPC4beta/mu-opioid, Fluo4 calcium fluorescence; active compounds read high. 310,000 tested, 0.49% active. B-score at 10 µM;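 active = B-score above 5 SD of library B-scores, and initial fluorescence ratio not above library mean plus 5 SD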;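 note: positive B-score marks a calcium rise read as TRPC4 activation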
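Material: HEK293 stable line with TRPC4beta plus mu-opioid receptor; technique: Fluo4 calcium-sensitive dye fluorescence, kinetic, 1 Hz baseline; timing: Fluo4 dye loading 45 min at room temperature, 110 s recording; controls: assay buffer as low control, maximal DAMGO as high control; read-out: integrated baseline-normalised fluorescence ratio, converted to per-well B score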
KCNK3 inh – human KCNK3 channel inhibition, primary screen. O14649. CHO-KCNK3 thallium flux, FluxOR fluorescence; active compounds read low. B-score at 10 µM. 340,000 tested, 0.84% active;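 active = B-score under library mean minus 4 SD, starting fluorescence ratio at most library mean plus 5 SD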;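 note: more negative B-score means stronger inhibition of thallium flux through KCNK3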
An asterisk follows results filed as active; i = inactive; ? = inconclusive; / = no result given; & = joins results of further samples. The list is partial, so the mix of outcomes need not match the whole.

SMILES	hERG rescue	KCNQ1 pot	KCNK9 block	TMEM16A inh	ANO1 activ	TRPC4 PAM	HDAC3 inhib	Dyrk1A ADPGlo	KCNQ1 inh	TRPC4 agonist	KCNK3 inh
CCCCS/C(N)=N/N=C/c1cc(C)ccc1O	-7	i	i	i	i	i	7	-6	i	i	i
O=C(O)c1ccccc1C(=O)c1cccs1	-3	i	i	i	i	i	-4	5	i	i	i
O=C(Cc1ccccc1)Nc1cc(Cl)ccc1Sc1ccccc1	-8	i	i	i	i	i	4	-3	i	i	i
Cc1cc(NC(=O)CSc2nnc(Nc3ccccc3F)s2)no1	-5	i	i	i	i	i	-5	-2	i	i	i
Cc1cc(=O)oc2cc(NC(=O)c3ccccc3C(=O)O)ccc12	-4	i	i	i	i	i	-56	2	i	i	i
Cc1[nH]c(=S)sc1Cc1ccc(F)cc1	2	9*	i	i	i	i	12	-3	i	i	i
CCc1cccc(NC(=O)CCNS(=O)(=O)c2ccc3[nH]c(=O)oc3c2)c1	-7	i	i	i	i	i	-7	7	i	i	i
Cc1c(NS(=O)(=O)CC23CCC(CC2=O)C3(C)C)c(=O)n(-c2ccccc2)n1C (stereo not drawn)	-19	i	i	i	i	i	-1	-9	i	i	i
CCN1CCN(c2ccc(S(=O)(=O)N3CCOCC3)cc2NC(=O)c2ccccc2SC)CC1	-10	i	i	i	i	i	-3	6	i	175*	i
O=C(CCc1ccccc1)Nc1cc2c3c(c1)CC(=O)N3CCC2	-10	i	i	i	i	i	-6	0	i	i	i
Cc1ccccc1C(=O)NC(C)C1CC2CCC1C2 (stereo not drawn)	3	i	i	i	i	i	0	-6	i	i	i
Cc1ccc(NCCC(=O)c2cccs2)cc1C	-13	i	i	i	i	i	-2	9	i	i	i
COc1cc(/C=N/N2CCN(Cc3ccc(Cl)cc3)CC2)cc(Br)c1O	-4	i	i	i	i	i	9	1	i	i	i
Cc1cc(N2CCN(c3ccc(F)cc3)CC2)n2ncnc2n1	-6	i	i	i	i	i	-5	-9	i	i	i
Nc1nonc1-c1noc(COc2ccccc2Cl)n1	-3	i	i	i	i	i	?	/	i	i	i

Single records (already shown). Screens in order: hERG rescue	KCNQ1 pot	KCNK9 block	TMEM16A inh	ANO1 activ	TRPC4 PAM	HDAC3 inhib	Dyrk1A ADPGlo	KCNQ1 inh	TRPC4 agonist	KCNK3 inh
Cc1cc(N2CCN(c3ccc(F)cc3)CC2)n2ncnc2n1 across the screens: -6	i	i	i	i	i	-5	-9	i	i	i
Cc1ccccc1C(=O)NC(C)C1CC2CCC1C2 (stereo not drawn) across the screens: 3	i	i	i	i	i	0	-6	i	i	i

Carrying on.
SMILES	hERG rescue	KCNQ1 pot	KCNK9 block	TMEM16A inh	ANO1 activ	TRPC4 PAM	HDAC3 inhib	Dyrk1A ADPGlo	KCNQ1 inh	TRPC4 agonist	KCNK3 inh
CCc1ccc(S(=O)(=O)Nc2ccccn2)cc1	-1	i	i	i	i	i	-4	-8	i	i	i
O=C(C1CCN(S(=O)(=O)c2cccc3nsnc23)CC1)N1CCCCC1	-8	i	i	i	i	i	1	-4	i	i	i
COc1ccc(NC(=O)C(=S)NC2CCCCC2)cc1	-8	i	i	i	i	i	-4	-9	i	i	i
C(=C\c1ccccc1)/CNn1cnnc1	-10	i	i	i	i	i	8	-9	i	i	i
COc1ccc(S(=O)(=O)N2CCOCC2)cc1NC(=O)c1cccc2c(=O)c(C)c(-c3ccccc3)oc12	-16	i	i	i	i	i	-3	4	i	i	i
COc1ccc(C(CCN2CCCCC2)c2c(OC)cc(OC)c3c(-c4ccccc4)cc(=O)oc23)cc1 (stereo not drawn)	-19	i	i	i	i	i	9	15	i	i	i
Cc1ccc(C)c(N2N=C(C(=O)Nc3nccs3)CCC2=O)c1	-3	i	i	i	i	i	9	/	i	i	i
COc1ccc(S(=O)(=O)N2CCC(C(=O)NC3CC3)CC2)cc1OC	-14	i	i	i	i	i	-8	-5	i	i	i
CC(NC(=O)CCc1ccc(S(=O)(=O)NC2CCCCC2)cc1)c1ccccc1 (stereo not drawn)	-6	i	i	i	i	i	1	1	i	i	i
O=C(NC(=S)Nc1cccc(F)c1)c1cccc([N+](=O)[O-])c1	-6	i	i	i	i	i	8	-2	i	i	i
Cn1c(SCc2ccccc2Cl)nc2ccccc21	-10	i	-8.4*	i	i	i	-2	1	i	i	i
COc1cc2c(cc1OC)C(C1C(=O)CCCC1=O)N(C(=O)CCl)CC2 (stereo not drawn)	-11	i	i	i	i	i	6	-2	i	i	i
O=C(O)c1ccccc1-c1ccccc1C(=O)Nc1ccccc1	-4	i	i	i	i	i	-5	5	i	i	i
Cc1nc(Cl)c(S(N)(=O)=O)c(C)c1Cl	-9	i	i	i	i	i	6	0	i	i	i
CCCc1cc(=O)[nH]c(SC(CC)C(=O)Nc2ccccc2C#N)n1 (stereo not drawn)	-1	i	i	i	i	i	0	-5	i	i	i
CC(C)CN1CCN(Cc2ccc(CN3CCCCC3)s2)CC1CCO (stereo not drawn)	-12	i	i	i	i	i	4	-6	i	i	i
Fc1ccc(CSc2ccc(-c3cccs3)nn2)cc1	-4	i	i	i	i	i	/	6	i	i	i
Cc1cc(C(=O)COC(=O)CCc2nc3ccccc3s2)c(C)n1C	-7	i	i	i	i	i	3	-10	i	i	i
CC(=O)Nc1ccc(S(=O)(=O)N2CCC(N3CCCCC3)CC2)cc1	-4	i	i	i	i	i	0	-1	i	i	i
COc1ccc(/C=C2\SC(=S)N(CCCC(=O)Nc3ccc(C(=O)O)cc3)C2=O)cc1OC	-11	i	i	i	i	i	4	15	i	i	i
O=C(CSc1ncnc2c1oc1ccccc12)Nc1nccs1	-16	i	i	i	i	i	2	4	i	i	i
O=C(NCc1ccco1)C1CC(c2ccc(Cl)cc2)=NO1 (stereo not drawn)	-14	i	i	i	i	i	-6	-3	i	i	i
COC(=O)c1cc(NC(=O)CSc2ncn[nH]2)ccc1Cl	-7	i	i	/	i	i	/	3	i	i	i
CCc1ccc(-c2cc(C)no2)cc1S(=O)(=O)Nc1cccc(CN2CCCC2)c1	-7	i	i	i	i	i	-2	-1	i	i	i
O=C(NCc1ccco1)c1ccc(CS(=O)Cc2cccc(Cl)c2)o1 (stereo not drawn)	-5	i	i	i	i	i	-2	5	i	i	i
CN(C)c1ccc(CNc2ncn[nH]2)cc1	-12	i	i	i	i	i	-4	-4	i	i	i
COC(=O)Cc1c(C)c2ccc(OCC(=O)N(C)C)cc2oc1=O	-12	i	i	i	i	i	-65	-5	i	i	i
CC(C)CN(C(=O)c1cccc(Cl)c1)c1c(N)n(CC(C)C)c(=O)[nH]c1=O	-9	i	i	i	i	i	4	-2	i	i	i
O=C(COC(=O)c1ccccc1)Nc1ccccc1N1CCOCC1	-9	i	i	i	i	i	0	1	i	i	i
O=C(Nc1ccccc1Br)C1CC(=O)N(c2ccc3c4c(cccc24)CC3)C1 (stereo not drawn)	-5	i	i	i	i	i	-5	-3	i	i	i
Cc1cc2cc(CCNC(=O)c3ccc(S(=O)(=O)N4CCOCC4)cc3)c(=O)[nH]c2cc1C	-13	i	i	i	i	i	-1	5	i	i	i
CCCS(=O)(=O)N1CCCC(C(=O)N2CCN(C(=O)OCC)CC2)C1 (stereo not drawn)	-8	i	i	i	i	i	5	-1	i	i	i
Clc1ccccc1-c1nc(-c2ccncc2)no1	-12&-12	i	i	i	i	i	-5&0	7&11	i	i	i
COc1cc(C)cc2oc(=O)c(CC(=O)N3CCN(C(=O)C4COc5ccccc5O4)CC3)c(C)c12 (stereo not drawn)	-14	i	i	i	i	i	-19	-2	i	i	i
COc1c(C)cc(C(=O)C2CCCN(C(=O)c3snnc3C)C2)cc1C (stereo not drawn)	-10	i	i	i	i	i	-12	3	i	i	i
O=C1NC(=O)c2cc(NC(=O)C3CCCO3)ccc21 (stereo not drawn)	-11	i	i	i	i	i	-14	11	i	i	i
C=CCn1cc(/C=N/N2C(=O)C3C4C=CC(C4)C3C2=O)c2ccccc21 (stereo not drawn)	-8	i	i	i	i	i	-1	0	i	i	i
CC1=CC(C)(C)n2c(O)c(N=NC(N)=S)c3cc(C)cc1c32	-6	i	i	i	i	i	-4	0	i	i	i
COc1ccc(C(=O)CC(c2ccccc2)C2C(=O)CCCC2=O)cc1 (stereo not drawn)	-8	i	i	i	i	i	-1	5	i	i	i
CCc1noc(C)c1C(=O)Nc1nc2ccc(S(C)(=O)=O)cc2s1	-16	i	i	i	i	i	-2	9	i	i	i
COc1ccc(C(=O)N/N=C(\C)CC(=O)Nc2ccc(N(C)C)cc2)c(OC)c1	0	i	i	i	i	i	-1	0	i	i	i
CCN(CC)c1ccc(NC(=O)c2nc3nc(C)cc(C(F)F)n3n2)cc1	-8	i	i	i	i	i	/	4	i	i	i
CC1=NN2C(=N)/C(=C\c3cc(C)n(-c4cccc(C)c4)c3C)C(=O)N=C2S1	-11	i	i	i	i	i	-1	-4	i	i	i
N#C/C(=C\c1ccc(OCc2ccc(Cl)cc2)cc1)C(=O)Nc1cccc(C(=O)O)c1	-7	i	i	i	i	i	6	-2	i	i	i
CC(=O)Cc1nsc(NC(=O)c2ccc(-c3ccc(Cl)c(C(F)(F)F)c3)o2)n1	-5	i	i	i	/	i	2	/	i	i	/
Cc1ccc(NC(=O)CN2C(=O)CSc3ccc(S(=O)(=O)N4CCCCC4)cc32)cc1	-6	i	i	i	i	i	5	4	i	i	i
Fc1ccc(-c2nnc(CSc3nnc(-c4cccs4)o3)o2)cc1	-10	i	i	i	i	i	3	-2	i	i	i
CCCCOc1ccc(C2(C)CC(=O)NC2=O)cc1 (stereo not drawn)	/	/	/	i	i	/	0	6	/	/	i
O=C(CSc1ncccc1C(=O)O)NCCC1=CCCCC1	-9	i	i	i	i	i	0	-2	i	i	i
Cc1nn(-c2ccccc2)nc1CNC(=O)C(C)Cc1ccccc1 (stereo not drawn)	-6	i	i	i	i	i	-2	-4	i	i	i
Cc1nn(C)cc1S(=O)(=O)NC1CCCC1	-10	i	i	i	i	i	-4	1	i	i	i
COc1ccc(/C=N/OCC(=O)OCC(=O)N(C)c2ccccc2)cc1	-14	i	i	i	i	i	?	0	i	i	i
O=C(COC(=O)[C@H](Cc1ccccc1)NC(=O)c1cccs1)Nc1cc(F)ccc1F	-14	i	i	i	i	i	-1	-1	6*	i	i
CCOC(=O)NC(O)C(=O)c1ccc(F)cc1 (stereo not drawn)	-9	i	i	i	i	i	2	-3	i	i	i
C=C(C)CSc1nc2c(c(=O)[nH]c(=O)n2C)n1CCC(C)C	-12	i	i	i	i	i	7	1	i	i	i

Assay outcomes: PubChem, several laboratories
